hIAP block = human IAP inhibition; inhibition, % at 10 µM; hit rate 0.12% among 330,000; P09923; purified IAP, CDP-Star luminescence, 30 min;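 active = inhibition reaching a set limit with compound at 10 µM in the primary screen, cut at about 35% in these data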;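 note: plate controls were DMSO wells with enzyme for no effect and no-enzyme buffer wells for full effect; values of inactives mirror those of a sister screen read the other way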
Target sequence (P09923 whole entry, looked up): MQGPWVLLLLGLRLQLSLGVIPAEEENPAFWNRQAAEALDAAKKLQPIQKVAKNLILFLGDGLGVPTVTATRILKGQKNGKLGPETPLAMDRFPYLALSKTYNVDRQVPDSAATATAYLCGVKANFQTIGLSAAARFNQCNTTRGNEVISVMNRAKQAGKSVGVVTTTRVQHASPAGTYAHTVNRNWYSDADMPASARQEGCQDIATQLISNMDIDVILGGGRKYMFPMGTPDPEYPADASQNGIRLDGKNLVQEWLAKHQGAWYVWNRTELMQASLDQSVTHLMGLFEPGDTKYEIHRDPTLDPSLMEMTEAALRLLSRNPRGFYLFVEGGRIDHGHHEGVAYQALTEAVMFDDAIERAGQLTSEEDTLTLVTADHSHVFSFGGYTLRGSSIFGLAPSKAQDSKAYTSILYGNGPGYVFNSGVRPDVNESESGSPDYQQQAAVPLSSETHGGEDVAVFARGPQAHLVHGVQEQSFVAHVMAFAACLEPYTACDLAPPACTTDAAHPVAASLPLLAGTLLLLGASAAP
NLRP3 yeast inh = blocks the NALP3 inflammasome reconstituted in yeast; inhibition, % at 10 µM; AID 2825; hit rate 0.39% among 330,000; Yeast reconstituted NLRP3/ASC/caspase-1, beta-gal luminescence, 24 h;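 active = inhibition of 50% or more; inactive = inhibition below 50%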;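 note: plate controls were induced DMSO wells for no effect and uninduced yeast grown without galactose for full effect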
mIAP act = increases mouse intestinal alkaline phosphatase activity. hit rate 0.24% among 330,000. muIAP, CDP-Star luminescence, 30 min; hits give high values; 1 = vehicle-only enzyme signal, 0 = enzyme-free wells. activation factor at 10 µM;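 active = activation factor of at least 2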; note: the source names both 10 and 20 µM as test concentration; values of inactives mirror those of a sister screen read the other way
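System: mouse IAP enzyme. Reagent: CDP-Star chemiluminescent phosphatase substrate. Benchmarks: DMSO wells, no-enzyme wells. Times: 30 min enzyme-substrate-compound incubation at room temperature. Detection: luminescence from enzymatic CDP-Star hydrolysis. Doses: test compounds delivered from DMSO solution.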
SENP1 FRET inh = SENP1 (human) catalytic domain inhibition | Q9P0U3 | recombinant SENP1 catalytic domain, CyPet-SUMO1-YPet FRET cleavage | inhibition, % at 10 µM | hit rate 0.21% among 360,000 | AID 624204;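 active = inhibition at least 30% at 10 µM, raw YFP signal under a set limit, fluorescence ratio 0.5 to 1.5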;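 note: 0% = enzyme with DMSO and 100% = no enzyme wells; some results filed as inactive read as strong as hits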
Target sequence (Q9P0U3 419-644 limits assumed): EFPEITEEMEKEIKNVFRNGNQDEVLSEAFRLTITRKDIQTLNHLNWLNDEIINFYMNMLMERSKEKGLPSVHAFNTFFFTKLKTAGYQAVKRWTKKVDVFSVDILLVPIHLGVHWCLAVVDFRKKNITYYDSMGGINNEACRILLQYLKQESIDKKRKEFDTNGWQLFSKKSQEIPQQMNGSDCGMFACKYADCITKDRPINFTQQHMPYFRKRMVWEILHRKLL
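system = hSENP1 catalytic domain, recombinant | reagent = SFCypet-SUMO1-SFYpet substrate at 25 nM | doses = one dose per compound, 10 µM, 0.5% DMSO | incubation = enzyme reaction for 50 min at room temperature, dark | measured by = FRET, CFP and YFP emission | controls = no-enzyme low, enzyme-DMSO high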
hIAP activ = increases human intestinal alkaline phosphatase activity; P09923; purified human IAP, CDP-Star luminescence, 30 min; hits give high values; 1 = vehicle-only enzyme, 0 = enzyme-free background; activation factor at 10 µM; hit rate 0.16% among 330,000; AID 2524;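 active = activation factor of the enzyme at least 2-fold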; note: the source names both 10 and 20 µM as test concentration; values of inactives mirror those of a sister screen read the other way
APOBEC3G inh = blocks human APOBEC3G single-stranded DNA deamination; Q9HC16; recombinant A3G, ssDNA deamination FAM/TAMRA fluorescence; inhibition, % at 20 µM; hit rate 0.28% among 330,000; AID 493012;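 active = inhibition of at least 40% at 20 µM, with no more than 30% in the related APOBEC3A deaminase screen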;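 note: plate controls were DMSO wells with A3G for no effect and wells lacking A3G enzyme for full effect; some compounds called inactive have numbers as strong as hits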
mIAP block = blocks mouse intestinal alkaline phosphatase; purified mouse IAP, CDP-Star luminescence, 30 min; hit rate 0.2% among 330,000; inhibition, % at 10 µM;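 active = inhibition of at least 40% at 10 µM in the primary screen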;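 note: plate controls were DMSO with enzyme for no effect and no enzyme wells for full effect; values of inactives mirror those of a sister screen read the other way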
A3A deaminase = inhibitors of human APOBEC3A DNA deaminase; P31941; recombinant A3A, FAM/TAMRA ssDNA deamination fluorescence; inhibition, % at 20 µM; hit rate 0.41% among 330,000; AID 493011;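 active = at least 40% inhibition at 20 µM here, with at most 30% in a related deaminase screen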;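 note: plate controls were A3A with DMSO for no effect and wells lacking A3A enzyme for full effect; some results filed as inactive read as strong as hits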
Target sequence (P31941 whole entry, looked up): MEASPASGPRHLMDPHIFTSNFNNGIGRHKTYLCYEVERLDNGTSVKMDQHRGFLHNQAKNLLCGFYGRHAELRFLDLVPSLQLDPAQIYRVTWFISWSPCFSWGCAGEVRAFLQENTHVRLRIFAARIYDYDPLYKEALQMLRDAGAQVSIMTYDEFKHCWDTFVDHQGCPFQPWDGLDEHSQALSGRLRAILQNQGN
MIN6 prolif = induces beta-cell replication in MIN6 cells | MIN6 cells proliferation, ATPlite luminescence, 48 h; cells starved in 0.2% serum; 100% = growth in 10% serum | proliferation, % at 10 µM | hit rate 0.29% among 330,000 | AID 2380;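 active = compounds whose signal lies at least 3.5 SD above the mean of all wells on their plate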;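 note: 0% = DMSO-treated cells in low-serum medium and 100% = 10% serum control; some compounds called inactive have numbers as strong as hits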
* hit, by the source's call; nt = no result given. Not all compounds are listed. The share of hits here may be higher or lower than overall.

Below each compound: A3A deaminase	SENP1 FRET inh	mIAP block	MIN6 prolif	APOBEC3G inh	mIAP act	NLRP3 yeast inh	hIAP activ	hIAP block
(1) CCN(c1ccccc1)S(=O)(=O)c1ccc(Cl)c(NC(=O)COC(=O)c2ccc[nH]c2=O)c1
  -2	1	12	-2	-6	0.89	9	1.1	-6
(2) CCOc1cc(S(=O)(=O)N(CC)CC)ccc1Cl
  -2	-2	0	-1	-7	1	44	0.95	5
(3) O=C(CNS(=O)(=O)c1ccc(Br)cc1Cl)OCC(=O)c1ccc[nH]1
  -2	-7	9	0	-8	0.91	13	1	-3
(4) COCCNC(=O)Cn1nc(C(F)(F)F)cc1C
  -4	-1	3	1	-6	0.97	20	1	-1
(5) Cc1cccc(N(CC(=O)N2CCCC2)S(=O)(=O)c2ccccc2)c1C
  -4	1	4	-2	-7	0.96	2	1	0
(6) CC(/C=C/c1ccco1)=N\NC(=O)CNc1ccc2ccccc2c1
  4	-10	14	-2	8	0.86	17	1	0
(7) Cc1nnc(SCC(=O)Nc2ccc(Cl)cn2)n1Cc1ccccc1
  -5	-1	-3	1	-5	1	15	1.1	-8
(8) CCc1cc2c(C)ccc(C)c2nc1SCC(=O)Nc1cc(C)on1
  -1	-1	3	0	-8	0.97	11	0.99	1
(9) CCn1c(SCC(=O)c2ccc(CNC(C)=O)o2)nnc1-c1cccs1
  5	2	5	2	0	0.95	-4	0.91	9
(10) C=CCc1cc(/C=N/NC(=O)CSc2nnc(CCCc3ccc(OC)cc3)o2)cc(OC)c1O
  -6	1	1	-1	0	0.99	-1	1.1	-11
(11) CCCC(=O)NC(Nc1ccc(S(=O)(=O)Nc2cc(C)on2)cc1)(C(F)(F)F)C(F)(F)F
  -4	0	-9	0	-1	1.1	3	1.3	-27
(12) Cc1ccc(-n2c(CNc3ccc(F)cc3)nnc2SCC(N)=O)cc1
  2	0	4	-2	-3	0.96	7	1	-2
(13) Cc1ccccc1NS(=O)(=O)c1ccc(OCCNS(C)(=O)=O)cc1
  -1	-3	-15	-3	-6	1.1	7	1	-2
(14) COCC(=O)Nc1sc2c(c1C(=O)OC)C(C(=O)OC)CC2 (stereo not given)
  -2	-8	-4	4	-7	1	11	0.92	8
(15) O=C(OCC(=O)N1CCCCCC1)c1n[nH]c(=O)c2ccccc12
  -4	1	-5	1	-3	1.1	13	0.81	19
(16) COC(=O)c1ccc(Nc2ncnc3c2cnn3-c2cccc(C)c2)cc1
  -1	0	-3	0	-8	1	-6	0.82	18
(17) CC1CCCC(NC(=O)COC(=O)c2cccnc2Cl)C1C (stereo not given)
  -4	-2	3	6	-5	0.97	5	0.93	8
(18) CCOc1ccc2nc(NC(=O)Cn3cnc4c3c(=O)n(C)c(=O)n4C)sc2c1
  -2	-1	2	-3	-6	0.97	0	0.89	11
(19) CN1CCN(c2ccc(C(CC(N)=O)NC(=O)Cc3ccc(Br)cc3)cc2[N+](=O)[O-])CC1 (stereo not given)
  -1	2	4	1	-6	0.96	7	0.99	0
(20) CCN1Cc2ccccc2-c2ccccc2S1(=O)=O
  4	0	-9	nt	3	1.1	nt	nt	nt
(21) CCOC(=O)C1=NN(C(=O)Nc2ccc(OC)cc2)C2C(=O)N(c3cccc(C(F)(F)F)c3)C(=O)C12 (stereo not given)
  -23	1	-1	0	-6	1	-1	1	-4
(22) COC(=O)CC1C(=O)NCCN1C(=S)Nc1ccc(F)cc1 (stereo not given)
  -4	0	-1	2	-2	1	29	1.2	-18
(23) O=C(CSc1nnnn1C1CCCC1)NCc1ccc2c(c1)OCO2
  -2	2	-2	2	-2	1	16	1	-4
(24) COc1ccccc1Oc1ccc2c(c1)C(=O)N(c1ccc(O)cc1)C2=O
  -5	3	4	-2	-8	0.96	4	1.3	-29
(25) CCSc1nc2cc(C(=O)OC)ccc2c(=O)n1CC
  16	1	-2	0	-10	1	31	0.93	7
(26) Cc1cc(NC(=O)Cn2cc([N+](=O)[O-])cn2)no1
  -1	2	7	-2	-4	0.93	-1	1	-2
(27) CC(C)c1nc(C#N)c(NCCCn2ccnc2)o1
  -2	0	7	-3	-7	0.93	-7	1.2	-20
(28) CCn1cnc2c(NCCc3cccnc3)nc(C#N)nc21
  -3	6	-14	9	-12	1.1	0	0.95	5
(29) O=C(Nc1ccccc1)Nc1ccccc1Br
  -5	3	-52	-2	-2	1.5	13	1.2	-16
(30) Nc1ccc2oc(=O)c3ccccc3c2c1
  1	3	1	-3	2	0.99	20	1.3	-30
(31) CCOc1ccc(-n2c(SCC(=O)Nc3cc(C)on3)nnc2-c2c[nH]c3ccccc23)cc1
  0	0	-18	0	-6	1.2	1	0.83	17
(32) Cc1cc([N+](=O)[O-])cc2ncccc12
  1	3	-13	-2	1	1.1	25	1.1	-7
(33) COc1ccc(-c2csc3ncnc(N4CCN(c5cccc(OC)c5)CC4)c23)cc1
  4	-6	-6	-6	-3	1.1	22	1	-4
(34) Cc1ccc(C(=O)OCC(=O)c2c[nH]c3ccccc23)cc1NC(=O)c1ccco1
  1	-2	4	0	-4	0.95	10	0.99	1
(35) CN1CCN(C=Nc2nc3ccccc3nc2N2CCCC2)CC1
  -1	-44	-10	-4	-9	1.1	19	1.1	-6
(36) O=C1COc2ccc(S(=O)(=O)N3CCN(c4cccc(Cl)c4)CC3)cc2N1
  -3	0	-1	0	-7	1	-7	1.1	-12
(37) CCC(C)(C(=O)NC1CCCCC1)N(CC1CCCO1)C(=O)c1ccccn1 (stereo not given)
  -2	2	6	-1	-4	0.94	10	1	0
(38) COc1ccc(OC)c(NC(=O)C(CC(=O)O)NCc2ccco2)c1 (stereo not given)
  -4	-7	-13	0	-6	1.1	4	0.86	14
(39) Cc1cc(COC(=O)C2N3C(=O)[C@@H](NC(=O)COc4ccccc4)[C@H]3SC2(C)C)on1 (stereo not given in full)
  -2	2	2	-4	-11	0.98	3	1.3	-30
(40) CCNc1ccc(S(=O)(=O)N(C)C)cc1NCC(=O)Nc1ccccc1Br
  3	-59	11	-3	-5	0.89	-6	0.9	10
(41) O=c1[nH]c(/C=C/c2cccc3ccccc23)nc2ccccc12
  -2	-36	1	-5	-7	0.99	24	0.88	12
(42) CN(C)c1ccc(/C=N/NC(=O)CN2CCCCC2)cc1Br
  -5	3	0	1	-9	1	17	1.1	-11
(43) CCOC(=O)c1sc2nc(NC(=O)C(C)(C)C)sc2c1C
  -6	-60	11	-5	-7	0.89	37	0.76	24
(44) CCN1CNC(=S)N(Cc2ccccc2)C1
  1	1	-1	2	-1	1	4	1.1	-9
(45) Cc1cc(NC(=O)c2noc3c2CCCCC3)nn1Cc1ccc(Cl)cc1
  -3	-2	2	-2	-3	0.98	-4	0.89	11
(46) CCOc1ccc(Oc2nc(NCC(C)C)nc(OC)n2)nn1
  -5	2	0	4	-4	1	1	0.92	8
(47) O=C(CCc1nnc(C2CCCCC2)o1)NCc1cccc(-n2cccn2)c1
  0	-4	-7	0	-11	1.1	4	1	-2
(48) Cc1ccc(C(O)c2ccncc2)cc1 (stereo not given)
  2	-2	-24	2	-6	1.2	-19	1	-2
(49) CC(NC(=O)c1ccccc1)c1nc2ccccc2n1Cc1ccc(C#N)cc1 (stereo not given)
  -7	-3	-11	-1	-6	1.1	7	1	-3
(50) O=C(CS(=O)(=O)c1ccccc1)Nc1nnc(Cc2ccccc2)s1
  -2	-4	6	-2	-9	0.94	7	1.1	-14

Other records follow:
Below each compound: A3A deaminase	SENP1 FRET inh	mIAP block	MIN6 prolif	APOBEC3G inh	mIAP act	NLRP3 yeast inh	hIAP activ	hIAP block
(51) COCCNC(=S)N(CCc1c(C)[nH]c2ccc(OC)cc12)Cc1cccnc1
  2	1	-1	-3	-2	1	0	1.1	-12
(52) COC(=O)c1cc(-c2ccc(F)cc2)n(-c2ccccc2)n1
  -2	1	-4	-1	-5	1	32	1.1	-14
(53) O=S(=O)(Nc1ccc(-c2nnc(SCc3ccc(Cl)cc3)o2)cc1)c1ccccc1
  -4	2	-7	-6	-11	1.1	13	1.1	-5
(54) CC(C)CC(=O)NC(=S)Nc1ccc(S(=O)(=O)N2CCCC2)cc1
  -4	2	11	-3	-6	0.89	0	0.98	2
(55) CC(=O)Nc1ccc(S(=O)(=O)NC2(C(F)(F)F)C(=O)NC(C)=C2C#N)cc1 (stereo not given)
  -1	5	13	-2	-4	0.87	-2	0.83	16
(56) CNC(=O)C1=C(C)Nc2nc3ccccc3n2C1c1ccc(F)cc1 (stereo not given)
  -2	0	-3	0	-8	1	-5	1	-3
(57) CC(=O)Nc1c(C#N)c(C(C)(C)C)cn1C
  -7	-1	-4	-2	-10	1	1	1.2	-18
(58) COc1ccc(C(=O)CCNc2cccc(Cl)c2)cc1
  2	0	2	-4	-3	0.98	17	0.95	5
(59) COc1cc(C2C3C(=O)N(c4ccccc4)C(=O)C3ON2c2ccccc2)cc(OC)c1OC (stereo not given)
  -3	0	9	-2	-7	0.91	5	1.1	-6
(60) NC(=O)NC(=O)COC(=O)[C@H](Cc1ccccc1)NC(=O)c1cccs1
  5	6	2	0	-11	0.97	18	1.1	-13
(61) Cc1ccc(C)c(-c2nc3ccc(N)cc3[nH]2)c1
  1	-19	-8	-5	0	1.1	-2	1.1	-9
(62) CC(/C=C(\NC(=O)c1ccccc1)C(=O)N=Nc1c(O)[nH]c2ccc(C)cc12)=C\c1ccccc1
  -2	3	8	-1	-4	0.92	21	0.86	14
(63) Cc1ccc(-c2n[nH]c3c2C(c2ccccc2)N(c2ccc(C(=O)O)cc2)C3=O)cc1 (stereo not given)
  -8	-1	-5	-2	74*	1	-10	1.1	-9
(64) O=C(NCCc1nc(-c2ccc(F)cc2)no1)c1ccc(F)cc1
  1	1	-1	5	-9	1	24	1	-5
(65) O=C(NCCC(=O)N1CCN(c2ncccn2)CC1)c1ccccc1
  -2	-1	4	1	-5	0.96	-5	0.74	26
(66) CCOC(=O)CSC1=C(C#N)C(c2ccc(C)cc2)C2=C(CCCC2=O)N1 (stereo not given)
  -16	-4	-3	1	-6	1	9	1.1	-8
(67) CCOc1ccccc1C(=O)NC(C)CCc1ccccc1 (stereo not given)
  1	3	-2	-1	-3	1	34	0.86	14
(68) COc1cccc(C(=O)NCC(=O)N/N=C/c2ccc(OC(=O)c3cccs3)c(OC)c2)c1
  0	2	0	-5	-2	1	1	0.94	6
(69) c1coc(-c2nn3c(-c4ccco4)nnc3s2)c1
  20	-1	20	-2	10	0.8	0	0.84	16
(70) COc1ccc(C2CC(c3ccccc3)=NN2c2ccc(N)cc2)cc1 (stereo not given)
  -1	-28	8	-3	-3	0.92	22	0.9	10
(71) N#C/C(=C\c1ccc[nH]1)Sc1nc2ccccc2s1
  2	-5	16	-1	-4	0.84	20	0.98	2
(72) COc1cc(C(=O)NC(=S)Nc2ccc3[nH]c(=O)[nH]c3c2)cc(OC)c1OC
  -5	5	9	8	-8	0.91	13	0.94	6
(73) Cc1oc(/N=C/c2cccc3ccccc23)c(C#N)c1C
  14	-3	3	-3	20	0.97	-2	0.93	8
(74) COc1ccc(Nc2nc3[nH]c(=O)cc(O)c3s2)cc1
  2	-21	8	-2	-5	0.92	7	1.1	-11
(75) CCOC(=O)c1[nH]c2ccc(F)cc2c1NC(=O)c1cc(OC)c(OC)c(OC)c1
  2	1	3	-3	-7	0.97	12	0.82	18
